M4 ag: human M4 muscarinic receptor agonists, primary screen, CHO-K1 cells, Fluo-8 calcium fluorescence | Muscarinic acetylcholine receptor M4 (Homo sapiens), P08173 | CHO-K1 hM4/Gqi5; vehicle 0%, full acetylcholine response 100% | activation, % at 3 µM | actives 0.14% (n = 360,000);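 active = activation above the run mean over all test wells plus 3 SD, cut at about 32% in these data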;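 also: peak over basal fluorescence ratio per well then scaled between controls; 0% = DMSO wells and 100% = acetylcholine at EC100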
Target sequence (P08173 whole entry, looked up): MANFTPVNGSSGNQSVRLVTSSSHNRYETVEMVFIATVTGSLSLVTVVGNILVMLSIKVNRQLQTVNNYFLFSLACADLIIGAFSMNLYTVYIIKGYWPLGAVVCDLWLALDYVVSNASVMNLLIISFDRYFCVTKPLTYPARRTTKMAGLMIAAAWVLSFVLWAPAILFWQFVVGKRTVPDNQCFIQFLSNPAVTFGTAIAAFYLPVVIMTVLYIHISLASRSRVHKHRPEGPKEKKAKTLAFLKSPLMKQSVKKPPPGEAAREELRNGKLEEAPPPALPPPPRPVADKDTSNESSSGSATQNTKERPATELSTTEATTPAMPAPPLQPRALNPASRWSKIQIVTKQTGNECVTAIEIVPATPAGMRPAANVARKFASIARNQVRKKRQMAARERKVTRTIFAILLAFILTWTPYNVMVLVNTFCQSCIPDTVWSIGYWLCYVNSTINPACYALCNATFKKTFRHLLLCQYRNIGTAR
CRFR2-BP ag: agonists of CRF-BP/CRF-R2 complex, primary screen, cell-based, HEK293, calcium dye fluorescence, uHTS; CRF-binding protein / CRF receptor 2 complex (human); calcium dye fluorescence (FLIPR); percent of saturating CRF peptide response; activation, % at 13.2 µM; actives 0.46% (n = 350,000); AID 588473, 2011;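 active = activation of at least 50%, plus an integration ratio under a set limit after plate pattern correction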;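 also: plate controls were neutral control wells without compound for no effect and CRF at EC100 for full effect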
M5 PAM: human M5 muscarinic receptor positive allosteric modulators, primary screen, CHO-K1 cells, Fluo-8 calcium fluorescence; activation, % at 3 µM; actives 0.3% (n = 360,000); CHO-K1 hM5, ACh EC20 PAM; 0% = ACh EC20, 100% = ACh EC100; Muscarinic acetylcholine receptor M5 (Homo sapiens), P08912;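 active = activation above the run cutoff, the mean activation of all test compounds plus 3 SD, cut at about 18% in these data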
Target sequence (P08912 whole entry, looked up): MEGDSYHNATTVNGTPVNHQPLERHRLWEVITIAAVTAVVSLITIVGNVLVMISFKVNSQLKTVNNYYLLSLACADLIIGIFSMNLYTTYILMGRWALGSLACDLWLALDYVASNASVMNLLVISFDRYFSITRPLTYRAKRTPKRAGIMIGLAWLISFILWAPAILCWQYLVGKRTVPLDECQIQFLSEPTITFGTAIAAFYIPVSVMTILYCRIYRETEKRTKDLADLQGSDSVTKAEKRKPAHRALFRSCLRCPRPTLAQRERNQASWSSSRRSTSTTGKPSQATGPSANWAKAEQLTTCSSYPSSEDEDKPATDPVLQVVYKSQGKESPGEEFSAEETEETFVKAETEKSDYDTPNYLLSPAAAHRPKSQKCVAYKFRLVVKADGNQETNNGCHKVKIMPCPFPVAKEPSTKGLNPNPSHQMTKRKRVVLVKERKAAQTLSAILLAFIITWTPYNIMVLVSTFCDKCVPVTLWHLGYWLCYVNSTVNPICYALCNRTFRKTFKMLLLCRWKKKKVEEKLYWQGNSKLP
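Assay system – human M5 receptor in CHO-K1 cells · Read-out – % activation, ACh-normalized · Technique – Fluo-8 calcium fluorescence · Dosing – single-point, 3 µM nominal · Incubation – Fluo-8 loading 80 min at 37 °C plus 30 min room temperature · Repeats – singlicate, one well per test compound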
CHRM5 agonist: human M5 muscarinic receptor agonists, primary screen, CHO-K1 cells, Fluo-8 calcium fluorescence. CHO-K1 hM5 cells; 0% DMSO wells, 100% maximal acetylcholine response. activation, % at 3 µM. actives 0.19% (n = 360,000). AID 624037, 2012;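 active = activation above the run's mean over test compounds plus 3 SD, cut at about 23% in these data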;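 also: signal is peak over basal fluorescence ratio across the kinetic read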
CHRM4 PAM: human M4 muscarinic receptor positive allosteric modulators, primary screen, CHO-K1 cells, Fluo-8 calcium fluorescence; activation, % at 3 µM; AID 624126, 2012; Muscarinic acetylcholine receptor M4 (Homo sapiens), P08173; actives 0.4% (n = 360,000); CHO-K1 hM4/Gqi5, ACh EC20; 0% = ACh EC20, 100% = maximal ACh;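 active = activation above its plate's cutoff, the mean activation of sample wells plus 3 SD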; also: some results filed as inactive read as strong as hits
M4 antag: human M4 muscarinic receptor antagonists, primary screen, CHO cells, Fluo-8 calcium fluorescence; inhibition, % at 3 µM; CHO-hM4 cells, ACh EC80; actives 0.73% (n = 360,000); Muscarinic acetylcholine receptor M4 (Homo sapiens), P08173;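 active = inhibition above its plate's cutoff, the mean inhibition of sample wells plus 3 SD, cut at about 27% in these data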;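 also: 0% = acetylcholine EC80 with DMSO and 100% = DMSO without agonist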
M5 antag: human M5 muscarinic receptor antagonists, primary screen, CHO cells, Fluo-8 calcium fluorescence; inhibition, % at 3 µM; actives 0.59% (n = 360,000); Muscarinic acetylcholine receptor M5 (Homo sapiens), P08912; CHO-hM5 cells, ACh EC80;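 active = inhibition above a per-plate cutoff, the mean of that plate's test compounds plus 3 SD, cut at about 27% in these data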;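 also: 0% = acetylcholine EC80 with DMSO and 100% = DMSO without agonist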
CRFR2-BP antag: antagonists of CRF-BP/CRF-R2 complex, primary screen, cell-based, HEK293, calcium dye fluorescence, uHTS; CRF-induced calcium fluorescence; actives 0.59% (n = 350,000); inhibition, % at 11.8 µM;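 active = inhibition of the ligand-induced calcium signal above about 50% at the single tested concentration, limit read from the data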
IDE inh: human IDE inhibitors in live cells, primary screen, fluorescence polarization, HEK cells, FAbetaB substrate | FAbetaB cleavage | inhibition, % at 5.59 µM | actives 0.41% (n = 320,000);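 active = percent inhibition above the average of all tested compounds plus 3 SD, set per screening campaign, cut at about 16% in these data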;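 also: IDE supplied by intact live HEK cells; FP after avidin binding of uncleaved biotin substrate so inhibition keeps polarization high; 0% = DMSO wells and 100% = 60 µM reference IDE inhibitor Ii1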
An asterisk follows results filed as active; . = no result given.

# | SMILES | M4 ag | CRFR2-BP ag | M5 PAM | CHRM5 agonist | CHRM4 PAM | M4 antag | M5 antag | CRFR2-BP antag | IDE inh
1 | CCc1nn(CC(=O)NCCN2CCN(C)CC2)c(=O)c2cc3c(OC)cccc3n12 | -1 | 1.4 | 5 | -5 | 2 | -2 | -10 | 5 | 0
2 | COC(=O)c1nnn(CC(=O)NC(=O)Nc2ccccc2F)c1C(=O)OC | 2 | -1.0 | 7 | 6 | 5 | -12 | -7 | 2 | 3
3 | O=C(Nc1ccc(Cl)cc1Cl)NC1CCCC1 | -1 | 1.4 | 7 | -3 | 10 | -7 | -7 | -7 | 6
4 | CC(OC(=O)c1cc2sccc2n1C)C(=O)NCc1ccc(F)cc1 (stereo not given) | 1 | 3.4 | -5 | -3 | 7 | 3 | 0 | 5 | -2
5 | COC(=O)c1ccccc1NC(=O)C1CCCN(c2nnc(-n3cccc3)s2)C1 (stereo not given) | 4 | -0.2 | -2 | -3 | -2 | -7 | -2 | 6 | 2
6 | CC(=O)c1c(O)c2ccccc2n(C2CCCCC2)c1=O | 2 | -3.8 | -1 | 0 | 7 | -5 | 10 | -17 | 12
7 | Cn1nnc2cc(C(=O)NCCC3=CCCCC3)ccc21 | 1 | 0.2 | 1 | -5 | -2 | -3 | -3 | 69* | 0
8 | Cc1ccccc1OCC(=O)OCC(=O)c1ccc(OC(=O)c2ccccc2)cc1 | 0 | 12 | 5 | 0 | 11 | -12 | -7 | -27 | -1
9 | S=c1[nH]nc(COc2ccccc2)n1-c1ccccc1 | 1 | 0.0 | 0 | -2 | 5 | 3 | 1 | -7 | 12
10 | O=c1c2ccccc2oc2cc(-c3ccc(CN4CCOCC4)cc3)ccc12 | 25 | 5.9 | -29 | 1 | -15 | 8 | 14 | -14 | 4
11 | Cc1ccc2c(Cl)cc(Cl)c(OCc3c(C)noc3C)c2n1 | 0 | -0.8 | 4 | -3 | 8 | -11 | -4 | 6 | 2
12 | COc1ccc(Cl)cc1-c1nc(N)nc(N(C)C)n1 | 2 | -1.4 | 1 | -2 | 13 | 7 | 2 | 19 | 5
13 | C#CCOc1ccccc1CNc1ccccc1 | -1 | -0.3 | 7 | -6 | 5 | 2 | -2 | 11 | 7
14 | COc1ccccc1C1(O)C(=O)Nc2ccccc21 (stereo not given) | 2 | -0.6 | 3 | -3 | 15* | -13 | 3 | 7 | 5
15 | N#Cc1cc(-c2ccc(Cl)cc2)cn(Cc2c(Cl)cccc2Cl)c1=O | 1 | -0.7 | -4 | 0 | 5 | -11 | -2 | 21 | -9
16 | COc1ccc(C(=O)Cn2nnc(-c3ccccc3NC(=O)C3CCCCC3)n2)cc1 | 0 | 7.4 | 4 | -3 | -2 | 4 | 3 | 4 | 3
17 | CC(=O)NC(Cc1cccc(F)c1)C(=O)NC1CCN(c2ncccc2[N+](=O)[O-])CC1 (stereo not given) | 2 | 0.7 | -2 | -1 | 5 | -6 | 2 | 36 | -2
18 | Cc1ccc(C)c(OCC(=O)Nc2ccccc2C(=O)N2CCN(C)CC2)c1 | 4 | 3.3 | -3 | -3 | -7 | -5 | 6 | -5 | -6
19 | COc1cccc(/C(O)=C2/C(=O)C(=O)N(CCCN3CCOCC3)C2c2ccncc2)c1 (stereo not given) | 1 | -1.1 | -2 | 0 | 6 | -8 | 0 | -10 | 9
20 | Cc1ccc(OCCNC(=O)c2ccc(C)cc2)cc1 | 0 | -9.2 | -5 | -6 | 2 | -14 | 5 | 8 | 6
21 | CCOC(=O)c1cn(Cc2cccc(C)c2)nn1 | 2 | -0.6 | 3 | 1 | 0 | -4 | -2 | 6 | 8
22 | C=CCc1ccc(OCCCNCc2ccccc2)c(OC)c1 | 6 | 0.8 | 1 | -6 | 1 | -19 | 6 | -8 | 0
23 | CC(=O)N[C@@H](Cc1ccc(OC(F)(F)F)cc1)C(=O)O | 1 | -4.4 | -1 | -1 | -1 | -6 | 7 | 7 | 5
24 | Cc1cccc2sc(NC(=O)CN3C(=O)NC4(CCCC4)C3=O)nc12 | 6 | 0.5 | -10 | 0 | 0 | -1 | 7 | -10 | -2
25 | COc1ccc(C(C(=O)NC2CCCC2)N(C(=O)c2ccco2)c2cc3c(cc2C(C)=O)OCO3)cc1 (stereo not given) | 1 | -0.7 | 0 | -2 | 0 | -4 | 9 | -12 | -4
26 | Cc1ccc(C(C(=O)NC2CCCC2)N(C(=O)c2csnn2)C2CC2)cc1 (stereo not given) | 1 | 6.3 | 7 | -2 | -1 | -20 | -2 | -4 | -3
27 | O=C(Nc1cccc2[nH]ncc12)NS(=O)(=O)c1ccccc1 | 1 | 1.5 | 1 | -2 | -5 | 0 | 6 | -6 | 3
28 | COCCCNC(=O)c1ccc2c(=O)n(Cc3ccc4c(c3)OCO4)c(=S)[nH]c2c1 | 1 | -0.6 | -2 | -3 | 8 | 0 | 5 | 21 | 8
29 | CCCn1c(SCC(=O)Nc2nc(C)c(C(=O)OC)s2)nnc1C(C)C | 1 | -0.6 | -9 | -5 | 2 | -12 | -6 | 0 | -1
30 | COc1ccc(-c2nnn(CC(=O)N(Cc3ccccc3Cl)C(C(=O)NCC3CCCO3)c3ccco3)n2)cc1 (stereo not given) | 5 | -0.7 | -2 | 0 | -10 | 9 | 0 | -19 | 2
31 | Cc1cccn2c(=O)c(C=C(C#N)C#N)c(N3CCN(C)CC3)nc12 | 1 | 1.3 | 6 | 0 | -3 | 0 | 7 | 14 | -1
32 | CCC[C@H]1CN(Cc2cccnc2)C(=O)[C@@H]1CC(=O)Nc1ccc(Br)cc1 | 4 | -0.7 | 2 | -1 | 2 | -13 | -12 | 3 | .
33 | CCOC(=O)N1CCC2(CC1)C(C#N)=C(N)Oc1c2sc2nc(C)cc(C)c12 | 0 | 0.2 | 4 | -2 | 4 | -7 | -12 | 5 | 0
34 | Cc1cc2ccccn2c1C(=O)c1cccc(S(=O)(=O)N2CCOCC2)c1 | 17 | 0.5 | -18 | 4 | -5 | -12 | 14 | -1 | 2
35 | CNc1oc(-c2ccc(C)cc2)nc1P(=O)(c1ccccc1)c1ccccc1 | -3 | -1.1 | -2 | -2 | 2 | -1 | -3 | 2 | 3
36 | O=C(NCc1ccc2c(c1)OCO2)c1ccc(C2SCC(=O)N2Cc2ccco2)cc1 (stereo not given) | 4 | 2.2 | -7 | -6 | -7 | 6 | 4 | 26 | 15
37 | Cc1ccc(P(=O)(CC(=O)O)c2ccc(C)cc2)cc1 | 0 | -1.4 | -4 | 0 | 3 | -4 | 5 | 2 | 2
38 | COc1ccc(C(C(=O)NCC2CCCO2)N(C(=O)Cn2nnc3ccccc32)c2ccc(NC(C)=O)cc2)c(OC)c1 (stereo not given) | 0 | -0.1 | -6 | -3 | -4 | 9 | 13 | 6 | 4
39 | CC(=O)c1c(C)[nH]c(C(=O)OCC(=O)c2ccc3c(c2)NC(=O)CO3)c1C | 14 | -0.8 | -18 | 4 | -2 | 0 | 6 | -9 | 5
40 | CN(CC(=O)Nc1ccccc1Cl)C(=O)CSC(=S)N1CCCC1 | 0 | -0.1 | 4 | -3 | 2 | -2 | 1 | 5 | 0
41 | Cc1ccc(CO/N=C/C2=C(Cl)c3ccccc3CC2)cc1 | 0 | 3.9 | -1 | -1 | 0 | -9 | -21 | -40 | 2
42 | Cc1c(=O)n(OCc2ccccn2)c2ccccc2[n+]1[O-] | 1 | -1.2 | 4 | -4 | 1 | -2 | -1 | -3 | -6
43 | CC1CC(C)CN(CCCNC(=O)CCC(=O)N2CCOc3ccccc32)C1 (stereo not given) | 1 | -0.4 | -1 | -1 | -5 | -20 | 0 | -9 | 2
44 | CC1CCc2c(sc(NC(=O)/C=C/c3cccs3)c2C(=O)O)C1 (stereo not given) | 0 | -7.3 | 4 | -1 | 9 | 9 | 4 | 36 | 3
45 | Cc1csc(NC(CO)c2nc3ccccc3n2CCOCCO)n1 (stereo not given) | 3 | -0.5 | 1 | -1 | 9 | -3 | 14 | -5 | 0
46 | COc1ccc(C(=O)Nn2cnnc2)cc1 | 0 | 6.7 | 4 | -3 | 6 | -2 | -4 | 8 | 5
47 | O=S(=O)(c1ccc(F)c(Cl)c1)N1CCCC1 | 0 | 0.5 | 1 | 0 | 5 | 6 | 6 | 8 | 7
48 | S=c1[nH]nc(Cc2ccc(Cl)cc2)o1 | 1 | 1.8 | 2 | 5 | 0 | -2 | -12 | 23 | 5
49 | Cc1cc([N+](=O)[O-])ccc1NC(=O)CCC(=O)N1CCCC1 | 0 | -0.6 | -1 | 3 | 8 | -12 | -4 | 6 | -3
50 | COc1ccc(C2C3=C(CCCC3=O)Nc3ccc4ncccc4c32)cc1OC (stereo not given) | 14 | -0.2 | -12 | -5 | -2 | -9 | 9 | 11 | -3

Single records, as listed above. Screens in order: M4 ag, CRFR2-BP ag, M5 PAM, CHRM5 agonist, CHRM4 PAM, M4 antag, M5 antag, CRFR2-BP antag, IDE inh
Record of COc1ccc(C(C(=O)NC2CCCC2)N(C(=O)c2ccco2)c2cc3c(cc2C(C)=O)OCO3)cc1 (stereo not given) = 1, -0.7, 0, -2, 0, -4, 9, -12, -4
Record of COc1ccccc1C1(O)C(=O)Nc2ccccc21 (stereo not given) = 2, -0.6, 3, -3, 15*, -13, 3, 7, 5
Record of Cc1ccc(C)c(OCC(=O)Nc2ccccc2C(=O)N2CCN(C)CC2)c1 = 4, 3.3, -3, -3, -7, -5, 6, -5, -6

(listing goes on)
# | SMILES | M4 ag | CRFR2-BP ag | M5 PAM | CHRM5 agonist | CHRM4 PAM | M4 antag | M5 antag | CRFR2-BP antag | IDE inh
51 | O=Cc1ccc(OCc2ccc3c(c2)OCO3)cc1 | 0 | -4.2 | -2 | -4 | 5 | -1 | 11 | 18 | 6
52 | COc1ccc(NC(=O)CSc2nc3c(c(-c4cccs4)c2C#N)CN(C)CC3)cc1OC | 0 | 1.3 | -4 | -6 | 5 | -9 | 10 | -15 | 3
53 | Nc1ncnc2c1ncn2[C@@H]1O[C@H](C(=O)NCc2ccc(OC(F)(F)F)cc2)[C@@H](O)[C@H]1O | 0 | . | 0 | 4 | 7 | 1 | 3 | . | .
54 | COCCNC(=O)/C(C#N)=C/c1ccc(N2CCOCC2)o1 | 2 | 42 | 3 | 1 | 2 | -1 | -1 | -36 | 16*
55 | S=C(NCC1CCCCC1)Nc1cccnc1 | 0 | -0.4 | -4 | 2 | -7 | 6 | 11 | -14 | -4
56 | O=C(O)c1ccc(CNC(=O)C23CC4CC(CC(C4)C2)C3)cc1 | 0 | 0.0 | 0 | 0 | -2 | 3 | 8 | -1 | 1
57 | Cc1nn(-c2ccc(Cl)c(Cl)c2Cl)c(=O)c2ccccc12 | 1 | -1.9 | -3 | -9 | 12 | 3 | 17 | 34 | -4
58 | CCC1(C)Cc2ccccc2-c2nc(NN)[nH]c(=O)c21 (stereo not given) | -2 | -0.1 | -1 | -1 | -5 | 5 | 0 | -6 | 12
59 | O=C(O)CCCC1(C(=O)O)CCCC1 | 1 | -4.6 | 1 | 2 | -1 | -2 | 13 | 10 | .
